Bioassay records (PubChem)
DYRK1A inh = Dyrk1A (rat) kinase inhibition; Q63470; ADP-Glo luminescence, NFATc1 peptide; inhibition, % at 12.5 µM; 310,000 compounds, 0.43% hits; in the data active = inhibition above about 50%;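 also: plate controls were vehicle with enzyme for no effect and no enzyme for full effect; many of its hits are not listed in these tables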
RGS4 pot = potentiators or activators of RGS4; HEK293 M3R/inducible RGS4, carbachol calcium flux Fluo4; hits give low values; B-score at 10 µM; 310,000 compounds, 0.92% hits;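 active = B-score of the integrated calcium signal more than 4 SD below the library mean, with starting fluorescence not abnormally high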;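 also: negative B-score means reduced calcium response which marks RGS4 activation or potentiation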
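test system = M3R-expressing HEK293 line, RGS4 induced by doxycycline | probe or stimulus = carbachol at ECmax as muscarinic agonist stimulus | timing = dye loading 30 min 37 °C, buffer rest 30 min RT | signal = calcium dye Fluo4 fluorescence | evaluation = B score from integrated fluorescence ratio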
PolyA inhibitor = inhibitors of polyadenylation in S. cerevisiae; S. cerevisiae SKY197-pL101 polyadenylation reporter, beta-gal luminescence; efflux-impaired pdr1/pdr3 knockout yeast; score 100 = 6 SD above DMSO; calls only at 12 µM; 300,000 compounds, 0.02% hits;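 active = lowest replicate activity score at least 50, where 100 means six control SD above control mean; inconclusive = lowest score under 50 but half or more replicates reach 50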;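 also: yeast exposed to compound for 9 h at 30 °C; higher score means more reporter readthrough which indicates perturbed polyadenylation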
KCNK3 block = human KCNK3 channel inhibition, primary screen; O14649; CHO-KCNK3 thallium flux, FluxOR fluorescence; hits give low values; B-score at 10 µM; 340,000 compounds, 0.84% hits; AID 602410;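 active = B-score under library mean minus 4 SD, starting fluorescence ratio at most library mean plus 5 SD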;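 also: more negative B-score means stronger inhibition of thallium flux through KCNK3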
HDAC3 inh = blocks human histone deacetylase 3 | O15379 | 320,000 compounds, 0.15% hits | AID 2718 | recombinant HDAC3, fluorogenic peptide/trypsin coupled, fluorescence | inhibition, % at 8.3 µM; in the data active = inhibition above about 26%, passing the limit was not always enough; inconclusive = no clear call, values can overlap the other calls
KCNQ1 inh = inhibitors of human KCNQ1 potassium channel; P51787; CHO-K1 KCNQ1, FluxOR thallium flux fluorescence; hits give high values; B-score at 10 µM; 310,000 compounds, 1.3% hits; AID 2642;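 active = compounds whose thallium flux B-score, printed positive for inhibition, exceeds three library SD while starting fluorescence stays within three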;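 also: channel opened by potassium depolarization with thallium stimulus after 20 min compound exposure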
KCNQ1 act = human KCNQ1 channel potentiation or activation. CHO-K1 KCNQ1, thallium flux FluxOR fluorescence; hits give high values. B-score at 10 µM. P51787. AID 2648. 310,000 compounds, 0.35% hits;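 active = fluorescence ratio B-score, a plate-corrected score, at least three library SD, with initial intensity B-score within 5 SD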
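Medium – assay buffer, equal DMSO in all wells · Material – CHO-K1 cell line with stable KCNQ1 potassium channel expression · Signal – kinetic FluxOR thallium fluorescence, 10-s 1-Hz baseline, 110-s post-stimulus read · Compound – single concentration per compound, DMSO matched to controls · Schedule – 37 °C overnight plating, 90-min dark dye load, 20-min compound pretreatment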
GSK3beta inhib = blocks human GSK3beta kinase activity. 300,000 compounds, 0.038% hits. activity score (negative = inhibition), % at 10 µM. GST-GSK3beta kinase, ADP-Glo luminescence, 60 min; hits give low values. P49841;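 active = more than half of replicate wells score below -50%, meaning over 50% inhibition versus plate controls; inconclusive = some replicates but at most half score below -50%; inactive = no replicate scores below -50%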;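 also: 0% = median DMSO wells and -100% = median GW8510 positive control wells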
Target sequence (P49841 whole entry, looked up): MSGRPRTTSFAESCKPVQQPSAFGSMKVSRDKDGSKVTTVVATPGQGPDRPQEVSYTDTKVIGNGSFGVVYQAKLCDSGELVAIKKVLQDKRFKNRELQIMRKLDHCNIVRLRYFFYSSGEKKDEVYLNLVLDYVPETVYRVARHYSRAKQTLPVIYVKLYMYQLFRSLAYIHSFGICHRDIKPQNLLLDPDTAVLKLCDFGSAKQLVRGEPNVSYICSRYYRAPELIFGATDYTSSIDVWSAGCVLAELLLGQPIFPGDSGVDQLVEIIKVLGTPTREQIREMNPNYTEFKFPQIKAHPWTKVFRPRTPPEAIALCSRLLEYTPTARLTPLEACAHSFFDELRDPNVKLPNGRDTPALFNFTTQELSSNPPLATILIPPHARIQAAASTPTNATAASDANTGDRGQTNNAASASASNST
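Test system: GST-tagged human GSK3beta kinase, cell-free; evaluation: activity score scaled between in-plate DMSO and GW8510 controls; measured by: ADP-Glo luminescence; incubation: 60 min reaction, RT; benchmarks: DMSO and 20 µM GW8510; reagent: peptide substrate plus 25 µM ATP (final); medium: Tris/MgCl2 kinase buffer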
KCNK9 inh = inhibitors of human KCNK9 two-pore domain potassium channel; Q9NPC2; B-score at 10 µM; 310,000 compounds, 1.2% hits; HEK293 KCNK9, FluxOR thallium flux fluorescence; hits give low values;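 active = ratio B-score over 3 SD below the library mean, with starting fluorescence within 5 SD of its mean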;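 also: negative B-score means less thallium flux so channel inhibition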
Target sequence (Q9NPC2 whole entry, looked up, the tested form may be a part): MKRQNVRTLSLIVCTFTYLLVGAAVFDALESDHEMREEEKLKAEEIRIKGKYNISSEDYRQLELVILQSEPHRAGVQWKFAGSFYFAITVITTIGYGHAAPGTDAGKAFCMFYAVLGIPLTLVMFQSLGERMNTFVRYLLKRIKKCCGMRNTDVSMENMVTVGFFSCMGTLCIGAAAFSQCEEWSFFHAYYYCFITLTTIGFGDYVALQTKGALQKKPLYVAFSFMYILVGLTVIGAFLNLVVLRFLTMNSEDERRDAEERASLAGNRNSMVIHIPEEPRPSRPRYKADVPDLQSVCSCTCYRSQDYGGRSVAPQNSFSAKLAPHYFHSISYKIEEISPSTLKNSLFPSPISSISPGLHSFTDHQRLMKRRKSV
GSK3A inh = inhibitors of human GSK-3 alpha kinase; ADP-Glo luminescence, 60 min; inhibition, % at 10 µM; 320,000 compounds, 0.1% hits; P49840;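 in the data active = inhibition above about 50%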;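 also: GST-tagged GSK-3 alpha with peptide substrate and 25 µM ATP; 0% = DMSO neutral wells and 100% = GW8510 positive control wells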
hERG rescue = hERG (human) protection from proarrhythmic block | AID 1511 | 310,000 compounds, 0.51% hits | Q12809 | CHO-hERG, FluxOR thallium flux, dofetilide IC70 present | activation (rescue from dofetilide block), less the hit threshold, % at 10 µM;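 active = activation above the mean of controls blocked by dofetilide plus 5 SD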;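 also: thallium influx through hERG after potassium depolarization seen as dye fluorescence rise; in these data hits start at about 4.7%; inactives centre near -7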
Starred values were filed as active, the others as inactive; i = inactive; u = inconclusive; x = no result given. This is a subset, so the mix of outcomes need not match the whole.

SMILES | DYRK1A inh | RGS4 pot | PolyA inhibitor | KCNK3 block | HDAC3 inh | KCNQ1 inh | KCNQ1 act | GSK3beta inhib | KCNK9 inh | GSK3A inh | hERG rescue
O=c1c(-c2ccc(Br)cc2)[n+]([O-])c2ccccc2n1OCc1ccccc1 | 2 | i | i | i | -1 | i | i | 0 | i | 0 | -9
CCn1c(C)c(CCC(=O)O)c(=O)n2nc(-c3ccccc3OC)cc12 | 4 | i | i | i | -34 | i | i | 2 | i | 1 | -6
CCS(=O)(=O)c1ccc(N=Nc2ccc(O)c3ncccc23)c(OC)c1 | 2 | i | i | i | x | i | i | -3 | i | x | -1
COc1ccc(N2CCN(c3nc4c(C)cccn4c(=O)c3C=C(C#N)C#N)CC2)cc1 | -4 | i | i | i | x | i | i | 1 | i | x | -7
CCOC(=O)COc1ccc(-c2nnc(-c3ccccc3)o2)cc1 | 1 | i | i | i | -7 | i | i | -1 | i | 1 | -11
O=C(NNC(=O)c1sccc1-n1cccc1)c1cccc(Cl)c1 | 5 | i | x | i | 1 | i | i | -2 | i | 9 | -4
Cc1c(O)ccc(C(=O)CN2CCN(c3ccc(F)cc3)CC2)c1O | 2 | i | i | i | -9 | i | i | -26 | i | 1 | -8
COc1ccccc1N(C(=O)c1ccco1)C(C(=O)NC1CCCC1)c1cccs1 (centres undefined) | 5 | i | i | i | 3 | i | i | 2 | i | 6 | -10
O=Cc1cc(CCC(=O)O)ccc1O | 5 | i | i | i | -4 | i | i | -26 | i | 0 | -5
CCC(CO)NC(=O)c1ccc(-c2nn(C)c(=O)c3ccccc23)cc1 (centres undefined) | 7 | i | i | i | -10 | i | i | 2 | i | 1 | -14
CC(C)C[C@H]1CN=C(Nc2ccccc2)N1CCCCc1ccccc1 | -25 | i | i | i | -9 | i | i | -6 | i | 5 | -11
CC(/C=C/c1ccco1)=N/NC(=O)Cc1cccs1 | 4 | i | i | i | -1 | i | i | -3 | i | 0 | -5
Cc1nc2cc(C(=O)O)ccc2n1-c1ccc(F)cc1F | 6 | i | i | i | 3 | i | i | 3 | i | 1 | -9
CCOc1ccccc1N=Cc1c(O)n(C)c(=O)n(C)c1=O | -2 | i | i | i | x | i | i | -3 | i | x | -7
O=C(CNS(=O)(=O)c1ccc(F)cc1)Nc1ccccc1 | 1 | i | i | i | x | i | i | 4 | i | -2 | -6
CCc1ccc(NC(=O)c2sccc2-n2cccc2)cc1 | 4 | i | i | -12* | 4 | i | i | 4 | -8.6* | -4 | -15
CCc1ccccc1NC(=O)NNS(=O)(=O)c1cc(C)ccc1C | 5 | i | i | i | 9 | i | i | 1 | i | 0 | -3
CN(Cc1ccccc1)C(=O)CC(=O)N(C)Cc1ccccc1 | 1 | i | i | i | 3 | i | i | -2 | i | -2 | -3
Cc1nn(CC(=O)Nc2cccc(Cl)c2)c(=O)c2cc(-c3ccccc3)nn12 | x | i | i | i | -4 | i | i | -1 | i | 0 | -12
N/C(=N\OC(=O)Cc1ccc(Cl)cc1)c1ccncc1 | -7 | i | i | i | -2 | i | i | 3 | i | -1 | -1
COc1ccc(CSc2nncn2C)cc1F | -1 | i | i | i | 2 | i | i | 1 | i | 0 | -3
Cc1ccc2c(c1)C(=O)CCN2 | -2 | i | i | i | 1 | i | i | -1 | i | 0 | 3
CCC1=[N+]([O-])C(C)(/C(C)=N\O)N(O)C1(C)C (centres undefined) | 1 | i | i | i | 0 | i | i | 5 | i | -1 | -16
CC(=O)Nc1ccc(S(C)(=O)=O)c(C)c1 | 2 | i | i | i | -1 | i | i | 1 | i | -3 | -13
Cc1cc(Cl)cc(Br)c1OCCCNCC(C)O (centres undefined) | -2 | i | i | i | -2 | i | i | 1 | i | -1 | -6
CCc1ccccc1NNC(=O)c1cc(C)on1 | x | i | i | i | x | i | i | 2 | i | 2 | -6
CC(C)c1ccc(NC(=O)COC(=O)/C=C/c2cccc(Br)c2)cc1 | 10 | i | i | i | -4 | i | i | 3 | i | 0 | -6
O=C(COc1ncnc2sccc12)N1CCN(C(=O)c2ccco2)CC1 | x | i | i | i | 8 | i | i | -2 | i | 1 | -9
C=CCNc1ccc(N2C(=O)C3CCC(C)CC3C2=O)cc1[N+](=O)[O-] (centres undefined) | x | i | i | x | -1 | i | i | 3 | i | -3 | -13
COc1cc2ncnc(NCc3ccccc3Cl)c2cc1OC | 5 | i | i | i | 1 | i | i | -2 | i | -1 | -3
CCOc1cc(CNCCO)cc(Br)c1OCc1ccc(Cl)cc1Cl | 3 | -7.7* | i | i | 13 | i | i | -2 | -7.8* | 3 | -17
Cc1ccc(C(NC(=O)N2CCCC2)C(Cl)Cl)cc1F (centres undefined) | 4 | i | i | i | -1 | i | i | -1 | i | 6 | -1
Cc1ccc(C)c(NC(=O)c2ccc(S(=O)(=O)N(C)CC3CCCO3)cc2)c1 (centres undefined) | 0 | i | i | i | 2 | i | i | -1 | i | -2 | -7
Cc1cc(C)nc(N2CCCC(C(=O)Nc3nnc(C(C)(C)C)s3)C2)n1 (centres undefined) | -8 | i | i | i | -1 | i | i | -1 | i | -3 | -1
Cc1ccc2nc(SCC(=O)Nc3cc(C)on3)[nH]c2c1 | 2 | i | i | i | -1 | i | i | -4 | i | 17 | -6
COc1ccc(C(=O)NC(=S)NC2CCCCC2)cc1 | -4 | i | i | i | x | i | i | -26 | i | -2 | -7
Cc1cc2c(NCC(C)O)ncnc2s1 (centres undefined) | 1 | i | i | i | -1 | i | i | 0 | i | 1 | -6
COC(=O)c1cn[nH]c1NC(=S)Nc1ccccc1C | 1 | i | i | i | x | i | i | 3 | i | x | -15
O=c1oc(-c2ccc(Br)o2)nc2ccccc12 | x | i | i | i | 1 | i | i | 2 | i | 7 | -8
CCCSc1nc2sc3c(c2c(=O)[nH]1)CC(C)(CC)OC3 (centres undefined) | 1 | i | i | i | 2 | i | i | 2 | i | 0 | -9

No new results follow: entries from further up.
SMILES | DYRK1A inh | RGS4 pot | PolyA inhibitor | KCNK3 block | HDAC3 inh | KCNQ1 inh | KCNQ1 act | GSK3beta inhib | KCNK9 inh | GSK3A inh | hERG rescue
O=c1c(-c2ccc(Br)cc2)[n+]([O-])c2ccccc2n1OCc1ccccc1 | 2 | i | i | i | -1 | i | i | 0 | i | 0 | -9
CCn1c(C)c(CCC(=O)O)c(=O)n2nc(-c3ccccc3OC)cc12 | 4 | i | i | i | -34 | i | i | 2 | i | 1 | -6
CCS(=O)(=O)c1ccc(N=Nc2ccc(O)c3ncccc23)c(OC)c1 | 2 | i | i | i | x | i | i | -3 | i | x | -1

Going on with the list:
SMILES | DYRK1A inh | RGS4 pot | PolyA inhibitor | KCNK3 block | HDAC3 inh | KCNQ1 inh | KCNQ1 act | GSK3beta inhib | KCNK9 inh | GSK3A inh | hERG rescue
NC(=O)C1CCN(C(=S)c2ccc(-c3ccc(Br)cc3)o2)CC1 | 3 | i | i | i | 12 | i | i | 0 | i | 7 | -9
CCN(CC)CCNC(=O)CS(=O)Cc1nc(-c2ccc(Cl)cc2)oc1C (centres undefined) | 0 | i | i | i | -3 | i | i | 0 | i | -2 | -13
O=C(C[n+]1ccccc1)Nc1ccccc1 | x | i | i | i | 1 | i | i | -2 | i | 1 | -1
CCC(NC(=S)NC1CCCCC1)c1ccccc1 (centres undefined) | 5 | i | i | i | u | i | i | -26 | i | -1 | -6
CCOC(CCn1c(SCc2cccc([N+](=O)[O-])c2)nc2ccccc2c1=O)OCC | 3 | i | i | i | 5 | i | i | -2 | -15* | 2 | -6
CCNC(=O)NC(=O)COC(=O)CCCSc1nc2ccccc2[nH]1 | x | i | i | i | 5 | i | i | -1 | i | 2 | 0
COc1ccc(/C=C/C(=O)Nc2cc(C(F)(F)F)ccc2Cl)cc1 | 4 | i | i | i | 2 | i | i | 5 | i | -2 | -9
Cc1cc(NC(=O)CSc2nc(CC(C)(C)C)nc3c2c(=O)n(C)c(=O)n3C)no1 | -3 | i | i | i | 3 | i | i | -1 | i | 0 | -9
O=C1OC(/C(=C\Nc2ccccc2)[N+](=O)[O-])c2ccccc21 (centres undefined) | -13 | i | i | i | 6 | i | i | 3 | i | -2 | -13
CC(C)NC(=O)c1onc(CSc2ccccc2F)c1C(=O)O | 4 | i | i | i | -2 | i | i | 1 | i | -6 | -11
O=C(CCCNC(=O)c1ccc(Cl)cc1)Nc1ccccc1C(F)(F)F | 0 | i | i | i | -2 | i | i | 3 | i | -1 | -4
COc1ccc(-c2nc3ccccc3c(=O)n2CCOc2ccccc2C)cc1 | -35 | i | x | i | -3 | i | i | -1 | i | -4 | -10
CC(C)(C)C(=O)c1cnc(Nc2ccccc2Cl)s1 | 8 | i | i | i | 5 | i | i | -3 | i | 2 | -11
COCCn1ccc2c(OCC(=O)NCc3ccc(C)cc3)cccc2c1=O | 14 | i | i | i | -2 | i | i | 4 | i | -6 | -12
COc1ccc2ccc3c(c2c1)N=C[C@]1(O3)N(C)c2ccccc2C1(C)C | -1 | i | i | i | -3 | i | i | -5 | i | -5 | -6
Cc1ccc(S(=O)(=O)NC(=O)c2ccc(-c3ccc(C)c4ccccc34)o2)cc1 | -6 | i | i | i | -28 | i | i | 4 | i | 2 | -19
CC1CCCCN1CC(O)COCc1ccc(Cl)cc1 (centres undefined) | -7 | i | i | i | 2 | i | i | -3 | i | 0 | -1
Cc1cccnc1CCNC(=O)C1CCC(=O)N(Cc2cccc(F)c2)C1 (centres undefined) | -9 | i | i | i | 2 | i | i | 4 | i | 2 | -10
Cc1cc(=O)c(C(=O)O)cn1Nc1ccc(Cl)cc1 | 11 | i | i | i | -12 | i | i | -2 | i | 0 | -3
COc1cccc(-c2[nH]nc3c2C(c2ccsc2)C(C#N)=C(N)O3)c1 (centres undefined) | 4 | i | i | i | 4 | i | i | 2 | i | 21 | -5
COC1OC(CO)C(O)C(O)C1O (centres undefined) | 9 | i | i | i | -5 | i | i | -2 | i | -2 | -10
O=C(Oc1ccc(Cl)c2ccccc12)N1CCCCC1 | 4 | i | i | i | 11 | i | i | 3 | i | 0 | -11
O=C(Nc1cccc([N+](=O)[O-])c1)c1ccc2c(c1)C(=O)N(c1ccccn1)C2=O | 13 | i | i | i | -6 | i | i | 1 | i | -2 | -7
